Assay outcomes: PubChem, National Center for Advancing Translational Sciences (NCATS)
ERK EGF block – inhibitors of EGF-stimulated ERK signaling pathway; Potency, µM (highest dose often 11.5 µM), for inactives: top-dose activity change, negative = inhibition, most hits filed as inhibitors; HEK293-V1b, EGF-stimulated phospho-ERK AlphaScreen; actives 0.41% (n = 130,000); active = well fitted inhibition curve with a large enough effect; inconclusive = small, poorly fitted or top-dose-only effect, or effect the other way;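 note: plate controls were stimulated vehicle wells for no effect and unstimulated vehicle basal for full effect; nearly all actives have a fitted effect of over 55% in size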
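Readout: AlphaScreen signal for phosphorylated ERK in lysed HEK293 cells stably expressing V1b. Stimulus 25 nM EGF, 5 min, following 30 min compound exposure. Data scaled to DMSO basal and full EGF activation.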
Numbers without * were called inactive; ? = inconclusive; [ ] = remark or other dose. Potency is the fitted concentration of half-maximal effect.

ERK EGF block | canonical_smiles
2% | O=C(Nc1ccc(NC(=O)C2CC2)nc1)c1cnccn1
0% | CCOC(=O)/C=C/COc1ccccc1[N+](=O)[O-]
2%[57.5 µM] | CN(Cc1ccccc1)C(=O)COc1ccc(N(C)S(=O)(=O)c2ccc(F)cc2)cc1
3% | CC(C)(C)NC(=O)COC(=O)c1ccccc1Nc1ccc(SC(F)F)cc1
2%[57.5 µM] | C/C(=N\NC(=S)NCC(C)(C)C)c1cc(F)cc(F)c1O
2% | Cc1ccc(O)cc1
4%[57.5 µM] | CNC(=O)c1c(NC(=O)c2cccc(N3C(=O)CCC3=O)c2)sc2c1CCC2
8%[57.5 µM] | O=C1Nc2c(c(=O)[nH]c(=O)n2-c2ccc(F)cc2)C1(NS(=O)(=O)c1ccccc1)C(F)(F)F (stereo not drawn)
-2% | C/C(CCC(C)C)=N\NC(=S)NCc1ccccc1
? | Cc1cc([N+](=O)[O-])cc([N+](=O)[O-])c1NCC(C)C
7%[57.5 µM] | Cn1ncc(C(=O)N=S(C)(=O)c2ccccc2)c1[N+](=O)[O-] (stereo not drawn)
-6% | O=C(NCc1ccc2[nH]c3c(c2c1)CCCC3)c1ccc(S(=O)(=O)N2CCOCC2)cc1
6% | CCCCC1CCC(c2ccc(C(N)=O)cc2)CC1 (stereo not drawn)
3% | CS(=O)(=O)N(CC(=O)NCCSC1CCCCC1)c1ccccc1
-4% | Cc1ccc(S(=O)(=O)N2CCCC2C(=O)NCc2ccc3c(c2)OCO3)cc1 (stereo not drawn)
-5%[57.5 µM] | Cc1nn(C)cc1N1C(=O)c2cccc3c(N)ccc(c23)C1=O
4%[57.5 µM] | O=C(CCNc1n[nH]c(=O)[nH]c1=O)N/N=C\c1ccc(Br)cc1
-4% | Brc1ccc(-c2nnc3n2C2(CCCC2)Cc2ccccc2-3)o1
1% | CC(=O)c1ccc(N2CCN(C(=S)Nc3cccc(Cl)c3)CC2)cc1
2% | CC(=O)Oc1ccc2oc(=O)c3c(c2c1)CCCN3C(=O)CN1CCOCC1
-6% | CC(C)(C)NC(=O)C(=O)NN=C1CCCCCC1
10%[57.5 µM] | CCCCCc1c(O)nc(SCCN(C)C)[nH]c1=O
-1% | CCN(CC(=O)Nc1cc(C)c(Cl)cc1OC)CC(=O)NC1CCS(=O)(=O)C1 (stereo not drawn)
? | O=[N+]([O-])c1cccnc1Oc1ccc(C2SCCS2)cc1
1% | Cc1cc(Sc2nccn2C)ncc1[N+](=O)[O-]
7% | CN(CCNC(=O)c1ccc(N2CCCC2=O)cc1)CCc1ccccc1
4%[57.5 µM] | CC(C)(C)NC(=O)CN1CCN(C(=O)CCl)CC1
-33% | CCCn1c(-c2ccc[nH]c2=O)nc2cc(C)c(C)cc21
? | COc1ccc(N2CCN(C(=O)C3CCN(S(=O)(=O)c4ccc(C)cc4)CC3)CC2)cc1
8% | CCNS(=O)(=O)c1ccc(CCC(=O)NCCc2ccc(OC)cc2)cc1

Part of the list above, tab-delimited.
smiles	ERK EGF block
CCCCCc1c(O)nc(SCCN(C)C)[nH]c1=O	10%[57.5 µM]
Cc1cc(Sc2nccn2C)ncc1[N+](=O)[O-]	1%

A section from further up:
ERK EGF block | canonical_smiles
7%[57.5 µM] | Cn1ncc(C(=O)N=S(C)(=O)c2ccccc2)c1[N+](=O)[O-] (stereo not drawn)
-6% | O=C(NCc1ccc2[nH]c3c(c2c1)CCCC3)c1ccc(S(=O)(=O)N2CCOCC2)cc1
6% | CCCCC1CCC(c2ccc(C(N)=O)cc2)CC1 (stereo not drawn)
3% | CS(=O)(=O)N(CC(=O)NCCSC1CCCCC1)c1ccccc1
-4% | Cc1ccc(S(=O)(=O)N2CCCC2C(=O)NCc2ccc3c(c2)OCO3)cc1 (stereo not drawn)
-5%[57.5 µM] | Cc1nn(C)cc1N1C(=O)c2cccc3c(N)ccc(c23)C1=O
4%[57.5 µM] | O=C(CCNc1n[nH]c(=O)[nH]c1=O)N/N=C\c1ccc(Br)cc1
-4% | Brc1ccc(-c2nnc3n2C2(CCCC2)Cc2ccccc2-3)o1
1% | CC(=O)c1ccc(N2CCN(C(=S)Nc3cccc(Cl)c3)CC2)cc1
2% | CC(=O)Oc1ccc2oc(=O)c3c(c2c1)CCCN3C(=O)CN1CCOCC1
-6% | CC(C)(C)NC(=O)C(=O)NN=C1CCCCCC1
10%[57.5 µM] | CCCCCc1c(O)nc(SCCN(C)C)[nH]c1=O
-1% | CCN(CC(=O)Nc1cc(C)c(Cl)cc1OC)CC(=O)NC1CCS(=O)(=O)C1 (stereo not drawn)
? | O=[N+]([O-])c1cccnc1Oc1ccc(C2SCCS2)cc1
1% | Cc1cc(Sc2nccn2C)ncc1[N+](=O)[O-]
7% | CN(CCNC(=O)c1ccc(N2CCCC2=O)cc1)CCc1ccccc1
4%[57.5 µM] | CC(C)(C)NC(=O)CN1CCN(C(=O)CCl)CC1
-33% | CCCn1c(-c2ccc[nH]c2=O)nc2cc(C)c(C)cc21
? | COc1ccc(N2CCN(C(=O)C3CCN(S(=O)(=O)c4ccc(C)cc4)CC3)CC2)cc1
8% | CCNS(=O)(=O)c1ccc(CCC(=O)NCCc2ccc(OC)cc2)cc1

Next records follow.
ERK EGF block | canonical_smiles
-3% | CCCCCC(=O)Nc1ccc(Cc2ccncc2)cc1
3% | CC1(C(=O)NCc2cccnc2)CCC(=O)N1CCc1ccccc1 (stereo not drawn)
-8% | Oc1ccc(/C=N/n2cnn(Cc3ccccc3Cl)c2=S)c(O)c1
0% | Cc1cc(C)n(-c2ccc3nncn3n2)n1
9% | CCn1c(-c2csc(C(C)C)c2)n[nH]c1=S
-6% | CN(C(=O)c1ccc(C#N)cc1)c1nnc(-c2ccccn2)s1
0% | O=C(CNc1ccc(Cl)cc1)c1ccc(Br)cc1
-3%[57.5 µM] | Cc1c(-c2ccc(Cl)cc2)[n+](=O)c(-c2ccccc2)cn1[O-]
-2% | Fc1cnc(N2CCOCC2)nc1N1CCOCC1
-3% | Cc1ccc(C2CC2c2n[nH]c(=S)n2-c2cccc(C)c2)cc1 (stereo not drawn)
9% | CCOC(=O)C1CCCN(C2CCN(Cc3nc(Cc4ccccc4)no3)CC2)C1 (stereo not drawn)
-5% | CC1=NNC(=O)c2ccccc2O1
? | O=[N+]([O-])c1cccc(C(=S)N2CCN(c3ccc(F)cc3)CC2)c1
-6% | Cc1c(Cl)cccc1NC(=S)NCCN1CCOCC1
3%[57.5 µM] | CCOCCN(C(=O)c1ccccc1Cl)c1ccccc1
-9%[57.5 µM] | COc1ccc(CCN2C(=O)N(c3ccc(OC)cc3)C(=O)C2CC(=O)Nc2ccc(OC)cc2)cc1 (stereo not drawn)
? | C=C(C)COc1ccc(-c2[nH]ncc2-c2ccc(OC)cc2)c(O)c1
-1% | N#Cc1ccc(CN2CCC3(CCNCC3)CC2)cc1
8%[57.5 µM] | CCc1nc2sc3ccccc3c(=O)c2c(=O)n1Cc1ccc(OC)cc1
? | Cc1cc(N/N=C/c2ccc(O)cc2O)nc(-c2ccccc2O)n1
1% | O=C(/C=C/c1ccco1)Nc1nc(-c2ccccn2)cs1
10% | COc1ccc(NC(=O)CCN2C(=O)c3ccc([N+](=O)[O-])cc3C2=O)c(OC)c1
? | CCCc1c(C(=O)Nc2ccc(F)cc2C)cnn1-c1ccccc1
? | Cn1c(SCC(=O)Nc2cccc(S(=O)(=O)NC3=NCCCCC3)c2)nnc1-c1ccncc1
-5% | CN(c1ccccc1)S(=O)(=O)c1cccc(NC(=O)CSc2nnc(N)s2)c1
-10% | CCOCCCNC(=O)CCc1ccc(S(=O)(=O)Nc2ccc(C)cc2)cc1
3% | NC(=O)CC[C@H](NC(=O)c1ccc(F)cc1)C(=O)OCC(=O)Nc1c(F)c(F)c(F)c(F)c1F
-4% | COc1cccc(/C=N/Nc2ccc(C(=O)O)cc2)c1O
-2% | CC1(COc2ccc(C[C@H]3SC(=O)NC3=O)cc2)CCCCC1
-5% | CCOc1ccccc1N1CCN(CC(=O)c2c(N)n(C)c(=O)n(C)c2=O)CC1
-2% | CCCCCCCCCCCCCCCCn1cc[n+](CC(C)=O)c1
-12% | Cc1cnc(C(=O)Nc2ccc(S(=O)(=O)NCC(C)C)cc2)cn1
-1% | Cc1cc(N2CCCC2)nc2ccccc12
1%[57.5 µM] | C/C(=N/NC(=O)CNC(=O)c1cccs1)c1ccco1
-2% | COc1ccc(C(=O)OCC(=O)N(C)C2CCS(=O)(=O)C2)cc1S(=O)(=O)N1CCCc2ccccc21 (stereo not drawn)
1% | O=C(C(=O)N1CCN(C(=O)c2ccco2)CC1)c1c[nH]c2ccccc12
-5%[57.5 µM] | Cc1ccc(N/C=C/C(=O)c2ccco2)c(O)c1
6%[57.5 µM] | N/C(=N\OC(=O)c1cccc2ccccc12)c1ccncc1
-1% | CC(=O)Nc1cccc(/C(C)=N/NS(=O)(=O)c2ccccc2)c1
? | CCC(=O)N1CCN(c2ccc(NC(=O)c3ccc(C#N)cc3F)cc2Cl)CC1
-2%[57.5 µM] | CCCCN1C(=S)SC(C)(C)C1/[N+]([O-])=C/c1ccc(S(=O)(=O)NC)cc1 (stereo not drawn)
-1% | O=C(CSc1ncn[nH]1)N1N=C(c2ccc(Cl)cc2)CC1c1ccco1 (stereo not drawn)
-5% | CN=C1SC(CC(=O)Nc2c(C)cccc2C)C(=O)N1/N=C/c1cccs1 (stereo not drawn)
-16% | COc1ccc(-c2cc(-c3ccccc3)n[nH]2)c(O)c1
3% | OCCCCCNc1ncnc2ccccc12
1% | Cc1c(NC(=O)C(C)OC(=O)c2ccc(Br)o2)c(=O)n(-c2ccccc2)n1C (stereo not drawn)
-8%[57.5 µM] | COc1cc(NC(=O)c2ccc(C)c([N+](=O)[O-])c2)ccc1NC(=O)c1ccco1
-1% | COC(=O)c1sccc1NC(=O)c1c(-c2ccccc2)noc1C
-20% | O=C(c1ccc2ccccc2c1)C1CCCN(C(=O)CN2C(=O)CSC2=O)C1 (stereo not drawn)
-11% | CCC1=NN(C(=O)c2cccnc2)C(O)(C(F)(F)F)C1 (stereo not drawn)
6% | Cc1ccc(SCC(=O)NCCN2C(=O)CSC2=O)c(C)c1
0% | Cc1c(C(=O)OCC(=O)Nc2ccc(C(N)=O)cc2)cccc1[N+](=O)[O-]
2% | Cc1ccc(C2CC(=O)NC(SCC(N)=O)=C2C#N)s1 (stereo not drawn)
-3% | Cc1c(-c2cccc(Cl)c2)nc2ccccc2c1C(=O)OC/C(O)=C(\C#N)c1nc2ccccc2[nH]1
7% | O=C(Nc1ncc(Cc2ccc(SC(F)F)cc2)s1)c1ccc(OC(F)F)cc1
-1% | CN(CCO)S(=O)(=O)c1ccc2c(c1)C(=NO)c1cc(S(=O)(=O)N(C)CCO)ccc1-2
3% | COc1ccc(OC)c(N2C(=O)CC(Cc3ccc(C)cc3)C2=O)c1 (stereo not drawn)
-2%[57.5 µM] | c1coc(CNc2ncnc3[nH]ncc23)c1
2% | CS(=O)(=O)N1CCC2(CCN(Cc3ccncc3)CC2)CC1
5% | CCN1C(=O)/C(=C\N(C)C)NC1=S

More results
ERK EGF block | canonical_smiles
1%[57.5 µM] | C[n+]1cccc(/C=N/NC(=O)CC23CC4CC(CC(C4)C2)C3)c1
-1% | O=C(/C=C/c1ccccc1[N+](=O)[O-])NCc1cccnc1
9%[57.5 µM] | O=C(CSc1nnc(-c2ccc(C(F)(F)F)cn2)s1)c1ccc(Cl)cc1
9%[57.5 µM] | Cc1cc(C)cc(N2C(=O)CC(Cn3nc(C)cc3C)C2=O)c1 (stereo not drawn)
3% | COc1cc(CCC(=O)Nc2ccc(C)c(S(=O)(=O)N(C)C)c2)cc(OC)c1OC
-6% | CCOc1ccc(NC(=O)C(=S)NC2CCCCC2)cc1
-2% | Cn1c(=O)cc(Cl)[nH]c1=O
? | CCOC(=O)C(=Cc1ccc(Br)cc1)C(=O)OCC
10% | COc1ccc(-c2noc(CN(C)CCC3CCCCO3)n2)cc1 (stereo not drawn)
? | Oc1ccc(/C=N/N2CCN(C3c4ccccc4-c4ccccc43)CC2)cc1
-3% | CCN(CC)S(=O)(=O)c1cc(NC(=O)C(C)N2CCN(c3ccccn3)CC2)ccc1C (stereo not drawn)
6% | Cc1onc(-c2c(F)cccc2Cl)c1C(N)=S
-2%[57.5 µM] | CCOC(=O)C1(Cc2cccc(OC)c2)CCN(CCO)CC1
-5% | COc1ccc(-c2cc(C(=O)Nc3ccc(C(N)=O)cc3)c3ccccc3n2)cc1OC
6% | COc1cc(/C=C(\C#N)c2nn(CCO)c(N)c2C#N)cc(OC)c1OC
5%[57.5 µM] | CCO[C@H]1OC(C(=O)N2CCOCC2)=C[C@@H](c2ccccc2)[C@@H]1CCCO
1% | O=C(CSc1ccc(F)cc1)N1CCN(S(=O)(=O)c2ccccc2)CC1
0% | CC(Sc1nnc(-c2ccccc2)c(-c2ccccc2)n1)C(=O)Nc1ncc(Cl)cc1Cl (stereo not drawn)
3% | CS(=O)(=O)c1ccc(Cl)c(NC(=O)COC(=O)CNC(=O)c2ccccc2)c1
-3% | O=C(O)c1nn2cc(CCO)cnc2c1Cl
0%[57.5 µM] | CC(=O)Nc1ccc(S(=O)(=O)N2CCN(CCN3CCOCC3)CC2)cc1Cl
0% | O=C(O)c1cc(N/N=C/C(Cl)=C/c2ccccc2)ccc1Cl
0% | C/C(=N/NC(=O)c1cccs1)c1c(C)[nH]n(-c2nc3ccccc3s2)c1=O
-13%[57.5 µM] | Cc1cc(C)[n+](-c2ccc(Oc3ccccc3)c(S(=O)(=O)[O-])c2)[nH]1
-3% | Cc1c(N=Cc2cccnc2)c(=O)n(-c2ccccc2)n1C
33% | CCCOc1ccc(N2C(=O)CC(N(Cc3ccc(OC)cc3)C(=S)Nc3ccccc3)C2=O)cc1 (stereo not drawn)
-2% | Cc1nn(Cc2ccccc2)c(C)c1C(=O)NCCN1C(=O)S/C(=C\c2ccccc2)C1=O
-4% | COc1ccccc1Oc1ccc(S(=O)(=O)N2CCN(C)CC2)cc1
0%[57.5 µM] | Cc1ccc(S(=O)(=O)Nc2nc(C)cc(NN)n2)cc1
-1% | CC(O)c1nc2ccccc2n1CC(=O)N1CCN(c2ccccc2)CC1 (stereo not drawn)

An excerpt (hit frequency here may not be typical).
